# Screens (PubChem BioAssay)
# GPR55 activation: GPR55 agonists via beta-arrestin recruitment, primary screen, imaging, U2OS cells, beta-arrestin-GFP redistribution (AID 1961) | 290,000 compounds, 0.048% hits | activation, % at 10 µM; hits with a dose series show EC50 in µM | U2OS GPR55 beta-arrestin-GFP redistribution imaging; higher % means a stronger effect;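 active means activation above 40% with more than 50 cells counted in the well; inconclusive means wells holding fewer than 50 cells, flagged as toxic or sparse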;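 further: U2OS osteosarcoma cells stably expressing GPR55 and beta-arrestin-GFP; plate controls were DMSO negative control for no effect and LPI positive control for full effect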
# KOR beta-arrestin-1: kappa opioid receptor blockers – cell-based, luminescence, uHTS (AID 1778); KOR beta-arrestin recruitment, luminescence, antagonist mode; higher % means a stronger effect; inhibition, % at 10 µM, or IC50 in µM where a hit was titrated; 290,000 compounds, 0.091% hits; further: strong numbers were not always called active
# NTR1 agonist: NTR1-driven beta-arrestin-GFP spot formation – imaging, U2OS cells, high content, primary screen (AID 493036). P30989. activation, % at 20 µM. agonist mode. 330,000 compounds, 0.17% hits;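 active means activation at or above 40% of the spot to cytoplasm intensity ratio, with at least 20 cells analyzed; inconclusive means wells under 20 cells, flagged as cytotoxic or low count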;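 further: 0% = DMSO without peptide and 100% = 100 nM NTR1 peptide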
# Target sequence (P30989 whole entry, looked up): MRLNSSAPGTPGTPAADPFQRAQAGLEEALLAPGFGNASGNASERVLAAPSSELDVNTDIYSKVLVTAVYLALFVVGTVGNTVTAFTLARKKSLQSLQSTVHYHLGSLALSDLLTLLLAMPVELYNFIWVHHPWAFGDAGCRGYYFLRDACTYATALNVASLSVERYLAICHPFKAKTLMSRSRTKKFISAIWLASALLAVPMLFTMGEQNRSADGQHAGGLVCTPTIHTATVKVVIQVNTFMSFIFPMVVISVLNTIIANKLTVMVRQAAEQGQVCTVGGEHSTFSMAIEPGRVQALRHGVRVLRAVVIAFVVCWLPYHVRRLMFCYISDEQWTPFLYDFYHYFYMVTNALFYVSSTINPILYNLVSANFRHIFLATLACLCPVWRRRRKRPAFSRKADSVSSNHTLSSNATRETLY
# HEK293 NOD2/NF-kB: inhibition of NOD2-driven NF-kB reporter – cell-based, luminescence, uHTS, HEK293 (AID 1566). 290,000 compounds, 0.63% hits. one-dose inhibition, % at 4 µM; EC50 in µM for titrated hits. HEK293 NOD2/NF-kB luciferase reporter, luminescence; higher % means a stronger effect; further: many of its hits are not listed in these tables
# GPR55 LPI antagonism: GPR55 antagonists blocking LPI-driven arrestin recruitment, primary screen, imaging, U2OS, beta-arrestin-GFP, LPI agonist (AID 2013). U2OS GPR55 beta-arrestin-GFP translocation imaging, LPI antagonism; higher % means a stronger effect. 290,000 compounds, 0.13% hits. inhibition, % at 10 µM; hits with a dose series show IC50 in µM;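 active means spots per cell inhibited over 60%, with over 100 cells counted and total cytoplasm intensity under 500,000; inconclusive means wells with under 100 cells, flagged as likely toxic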;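 further: U2OS cells stably carrying GPR55 and arrestin-GFP stimulated by 5 µM LPI near EC80; imaged beta-arrestin-GFP aggregate spots per cell after agonist stimulation; plate controls were LPI-stimulated DMSO wells for no effect and DMSO wells without LPI for full effect; some results filed as inactive read as strong as hits; confirmed hits need IC50 under 10 µM and bright autofluorescent wells are also inconclusive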
# T cell modulator: T cell immune modulators affecting CD8 T cell-vesicle binding | 330,000 compounds, 0.068% hits | calls only at 7 µM | 2C CD8+ T cell-vesicle binding, flow cytometry; active compounds read low;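 active means response, share of CD8 T cells binding vesicles, and their 90th percentile fluorescence all below set limits, cut at about 80% in these data, passing the limit was not always enough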
#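 Also added: QL9-peptide-loaded Drosophila micro-vesicles bearing Ld, ICAM-1 and B7-1; Test system: purified 2C TCR transgenic mouse naive CD8+ T cells; Measured by: cytometric PE anti-B7-1 and Alexa647 anti-CD8 signals after 1% paraformaldehyde fixation; Timing: binding step 1.5 h, 37 °C, antibody labelling 20 min, ice.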
# KOR beta-arrestin-2: KOR agonists, beta-arrestin recruitment, primary screen, cell-based, luminescence, uHTS (AID 1777). KOR beta-arrestin recruitment, luminescence; higher % means a stronger effect. activation, % at 10 µM, or EC50 in µM where a hit was titrated. 280,000 compounds, 0.02% hits; in the data active means activation above about 50%, passing the limit was not always enough; further: a part of the inactive calls stands beside numbers as strong as those of hits
# NOD1 NF-kB reporter: inhibition of NOD1-driven NF-kB reporter – cell-based, luminescence, uHTS, primary screen (AID 1578). 290,000 compounds, 1% hits. one-dose inhibition, % at 4 µM; EC50 in µM for titrated hits. NOD1-driven NF-kB luciferase reporter cells, luminescence; higher % means a stronger effect; in the data active means inhibition mostly above about 36%, no sharp cut-off; inactive means mostly below about 34%;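 further: HEK-293T reporter cells stimulated with the NOD1 agonist gamma-tri-DAP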
# Myeloid diff MLP: myeloid differentiation induction; ER-HoxA9 myeloid progenitors, lysozyme-GFP differentiation, flow cytometry; calls only at 10 µM; 360,000 compounds, 1% hits;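 active means normalized GFP-positive differentiation at or above the plate's own cutoff, the solvent-only control mean plus 3 SD; inconclusive means no clear call, values can overlap the other calls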;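 further: cells exposed to compound for four days before flow analysis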
# T cell modulator vesicle-bound %: further read-out of T cell modulator, marked with its call; double positive events, %; measured here: CD8+ vesicle-bound cell fraction;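 binding gate set so that unloaded-vesicle control wells show 10% double positive cells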
# NTR1 agonist cell count 20 µM: second read-out of NTR1 agonist, no call of its own (marks repeat the call); cell count; measured here: cell count, cytotoxicity flag
# Myeloid diff MLP GFP+ MAC1+ %: further read-out of Myeloid diff MLP, marked with its call; GFP+ MAC1+ double positive, %; measured here: differentiation confirmed by MAC1 staining
# An asterisk follows results filed as active; i = inactive; ? = inconclusive; · = no result given; + = active, no number; [ ] = another dose, or the depositor's remark. Unless noted, no stated cut-off is given here; in the data, active means inhibition above about 50%; inactive means the rest. The list is partial; rates above refer to the full screens.
SMILES,GPR55 activation,KOR beta-arrestin-1,NTR1 agonist,NTR1 agonist cell count 20 µM,HEK293 NOD2/NF-kB,GPR55 LPI antagonism,T cell modulator,T cell modulator vesicle-bound %,KOR beta-arrestin-2,NOD1 NF-kB reporter,Myeloid diff MLP,Myeloid diff MLP GFP+ MAC1+ %
COc1cccc(-n2c(Cc3cc(=O)[nH]c(=O)[nH]3)nnc2SCc2cccc(C(F)(F)F)c2)c1,0.2%,3.9%,1.3,98,16.8%,3.7%,i,58.0,-3.7%,-15.9%,i,0.3
CCOc1ccc2[nH]c3nc(SCC(=O)NC4CCCC4)nnc3c2c1,-0.3%,-30.5%,0.6,44,4.5%,-4.5%,i,22.3,-2.5%,9.0%,i,0.2
COc1ccccc1/C=C/C(=O)NCC(=O)N/N=C(/C)c1ccc(Cl)cc1,-0.2%,-47.9%,0.7,58,12.8%,-13.2%,i,3.0,5.4%,-6.8%,i,0.0
FC(F)(F)c1cccc(-c2nc3nc(Cl)c(Cl)nc3[nH]2)c1,0.0%,0.0%,2.7,88,33.0%,3.1%,i,52.4,3.1%,15.7%,i,1.2
O=C(Nc1ccc(C(O)(C(F)(F)F)C(F)(F)F)cc1)c1ccc(Cl)c([N+](=O)[O-])c1,0.0%,-12.6%,13.4,48,13.8%,88.6%*,i,13.9,0.6%,-13.5%,i,0.9
C/C(=N\NC(=O)C1=NNC(=O)C1C)c1cccs1 (configuration not stated),0.4%,20.4%,-0.4,33,-25.5%,-3.1%,i,36.5,-2.9%,-53.3%,i,0.2
C=CCN(C(=O)c1ccc2c(c1)nnn2C)c1ccccc1,0.1%,-13.9%,0.3,54,7.3%,-9.7%,i,19.8,-2.4%,-2.0%,i,1.1
COc1cccc(-c2csc(N3CCN(C(=S)Nc4ccccc4C)CC3)n2)c1,-0.1%,-47.3%[20 µM],0.3,37,0.2%,6.4%,i,33.0,·,-4.9%,i,0.4
CC(=O)c1cccc(N(CC(=O)Nc2ccc(S(=O)(=O)N3CCOCC3)cc2)S(C)(=O)=O)c1,0.4%,17.8%,-0.2,66,5.0%,17.1%,i,18.4,1.8%,-16.8%,i,1.2
CC(C)(C)C(=O)C[n+]1cccc(C(N)=O)c1,0.4%,29.0%,0.8,75,12.8%,10.8%,i,51.8,-8.1%,-21.3%,i,0.2
CN1C(=O)NC(c2cccc([N+](=O)[O-])c2)C2=C1CCCC2=O (configuration not stated),-0.1%,-9.7%,-2.1,87,11.8%,7.3%,i,28.5,-0.1%,-4.8%,i,0.9
CCn1c(SCC(=O)N/N=C/c2ccc(C)o2)nnc1-c1ccc(C(C)(C)C)cc1,1.3%,-25.9%,5.5,58,16.0%,-0.6%,i,32.3,-1.6%,9.1%,+,0.4*
N#Cc1c(-c2ccc3c(c2)OCO3)ccn2nc(-c3cccc(C(F)(F)F)c3)nc12,0.2%,1.7%,6.8,83,10.3%,2.3%,i,40.8,1.0%,10.6%,i,0.2
O=C(NCSc1ccncn1)c1ccccc1,-0.1%,-29.8%,-1.2,57,-4.0%,6.8%,i,54.6,6.5%,16.7%,i,1.2
CCCCNC(=S)NNC(=O)c1ccncc1,-0.4%,5.8%,-0.3,75,13.2%,3.1%,i,39.0,-4.7%,-33.7%,i,0.6
CCOC(=O)c1cc2sc(C)cc2n1CC(=O)N1CCc2ccccc21,-0.1%,3.8%,1.7,46,-13.4%,4.1%,i,25.4,-0.5%,-18.6%,i,4.3
COC(=O)c1c(C)oc(C)c1S(=O)(=O)N(C)C1CCCCC1,0.2%,5.3%,-0.1,60,2.4%,11.2%,i,51.7,1.7%,-1.3%,i,0.1
Cc1c(C(=O)N2CCN(c3ccc([N+](=O)[O-])cc3)CC2)sc2ncn(CC(=O)N3CCOCC3)c(=O)c12,0.0%,21.4%,1.0,55,35.1%,2.8%,i,27.8,-2.0%,10.7%,i,0.4
Cc1ccc(-c2nc(N3CCOCC3)sc2C(=O)N2CCCCC2)cc1,0.2%,-11.3%,-2.4,46,21.5%,-3.3%,i,42.5,-2.4%,3.4%,i,0.4
COc1cccc(C2N=C(c3ccccc3C)NO2)c1OC (configuration not stated),-0.2%,-46.6%,1.6,43,-29.0%,3.4%,i,54.5,1.7%,-40.3%,?,·
Cc1ccc(C2N(c3cccc(Cl)c3)C(=O)N3CCCN23)cc1 (configuration not stated),-0.2%,-4.5%,1.8,53,-24.1%,-3.0%,i,51.1,1.6%,4.2%,i,0.5
Brc1cccc(CNCC2CCCO2)c1 (configuration not stated),-0.1%,25.9%[20 µM],0.7,65,5.5%,-17.3%,i,6.2,-7.5%,-36.9%,i,1.1
N#CC1=C(S)N(c2ccc(F)cc2)C(c2ccco2)NC1=O (configuration not stated),0.0%,-28.1%,3.1,47,-10.6%,7.5%,i,58.5,-0.9%,-47.2%,i,1.0
COc1ccc(-n2nnc3c(SCC(=O)Nc4ccccc4F)ncnc32)cc1,-0.1%,-86.9%,10.3,47,11.5%,0.9%,i,46.2,28.7%,-34.4%,i,1.2
Cc1cc([N+](=O)[O-])nn1CC(=O)N1N=C(C(F)F)CC1(O)C(F)F (configuration not stated),0.5%,-29.6%,1.6,51,-7.3%,0.8%,i,49.0,1.2%,-17.9%,i,0.1
Cc1ccc2sc(NNC(=O)C3COc4ccccc4O3)nc2c1C (configuration not stated),0.1%,-26.1%,5.4,40,20.3%,3.7%,i,25.4,-0.6%,0.6%,i,1.8
CCOC(=O)c1ccc(NC(=O)c2cc3ccccc3o2)cc1,0.6%,-6.7%,3.7,42,-12.4%,-8.0%,i,20.1,5.9%,-14.3%,i,0.4
CCOC(=O)C(C(=O)OCC)=C1OC(=O)c2ccccc21,-0.3%,7.2%,0.0,85,-16.7%,-6.2%,i,39.6,19.5%,-3.1%,i,0.9
Cc1cc([N+](=O)[O-])nn1CC(=O)Nc1ccc(Cc2ccncc2)cc1,-0.1%,-20.4%,0.8,100,-2.7%,5.5%,i,45.9,-1.9%,-33.2%,i,0.2
COc1ccc(C)cc1S(=O)(=O)Nc1cccc(-c2cn3cccnc3n2)c1,0.6%,-24.8%,-0.9,49,5.4%,3.0%,i,17.6,5.0%,-6.9%,i,3.2
Cc1ccc(NC(=S)N(CCCN2CCOCC2)Cc2ccccn2)cc1,-0.2%,-19.1%,0.2,46,6.4%,9.5%,i,19.4,-0.1%,-24.1%,i,1.7
CC(C)Cc1[nH]c(=O)c(C#N)c2c1COC(C)(C)C2,0.0%,20.7%,0.2,37,12.8%,-1.9%,i,19.7,-2.5%,-9.0%,i,1.0
Cc1cccc(NC(=O)CSc2nnc(CNC(=O)c3cccs3)o2)c1C,-0.4%,4.8%,1.4,62,10.9%,10.3%,i,32.9,-5.2%,-19.2%,i,0.6
CCOC(=O)/C(C#N)=C/c1ccc(N2CCN(C)CC2)cc1,-0.3%,-39.3%,-0.3,67,3.9%,-2.4%,i,43.3,2.8%,-15.6%,i,0.5
CCOC(=O)c1ccccc1-c1csc(NS(=O)(=O)c2ccc(Cl)cc2)n1,0.6%,-2.0%,0.4,86,18.3%,19.2%,i,43.8,-2.2%,31.0%,i,0.6
Cc1cc(C)nc(SCc2nnc(SCC(=O)Nc3nc(-c4ccccc4)cs3)n2C)n1,-0.4%,-35.0%,2.0,82,0.5%,3.0%,i,38.1,-3.0%,-8.5%,i,0.5
Cc1ccc(N(C(=O)c2csnn2)C(C(=O)NC2CCCC2)c2ccccn2)cc1 (configuration not stated),-0.2%,-5.9%,-1.6,46,6.1%,2.0%,i,49.2,-0.2%,-18.9%,i,0.4
N/C(=N\OC(=O)Nc1ccc(Cl)cc1)c1ncc(C(F)(F)F)cc1Cl,0.0%,-15.0%,2.3,41,1.3%,-11.4%,i,42.9,0.5%,-51.3%,i,0.6
COc1cccc(C(=O)NC2CCN(CC(=O)NCc3ccccc3OC)CC2)c1,0.2%,2.4%,-0.5,45,-2.9%,2.3%,i,7.0,0.3%,-8.5%,i,1.0
O=C(CC(c1ccccc1)c1ccccc1O)NCCc1ccccc1 (configuration not stated),-0.1%,0.2%,0.4,95,-0.3%,-5.8%,i,35.3,-5.9%,-6.0%,i,0.3
O=C1CN2NC(=S)N(c3ccccc3)C2=CN1c1ccc(Cl)cc1,0.2%,-43.7%[20 µM],0.0,48,18.4%,20.4%,i,29.3,-4.1%,-25.3%,i,0.1
C=CCN1C=C2C(=O)C(C)(OC(=O)c3cccs3)C(=O)C=C2C=C1CCCC(=O)OC (configuration not stated),-0.2%,0.7%,-0.7,60,17.1%,-0.7%,i,26.6,0.5%,-3.6%,i,1.2
COc1ccc(C(=O)NCC(=O)OCCCOC(=O)CNC(=O)c2ccc(OC)c(OC)c2)cc1OC,-0.1%,14.4%,0.4,67,14.1%,10.1%,i,17.1,-1.0%,-12.8%,i,2.9
CCOC(=O)c1c(C)n(C)c2cc(Br)c(C)cc12,0.3%,-69.0%,3.2,55,12.6%,3.0%,i,32.1,4.0%,-12.1%,i,5.7
CCOC(=O)C1=C(C)NC(=O)NC1c1cc2c(cc1Br)OCO2 (configuration not stated),0.1%,-38.3%,1.8,46,0.3%,1.4%,i,34.9,6.5%,-20.8%,i,0.7
CC(=O)c1c(C)oc2ccc(N(C(C)=O)S(=O)(=O)c3ccc(Br)cc3)cc12,0.2%,-26.4%,0.7,49,42.1%,10.2%,i,32.8,2.1%,24.7%,i,2.3
O=C1CC(=O)N(c2ccccc2)N1c1ccccc1,0.1%,·,2.3,76,19.2%,7.9%,i,75.3,-2.1%,-6.8%,i,0.2
O=C(Nc1ccc(Cl)cc1)NC1CCCC1Cc1ccco1 (configuration not stated),-0.1%,-62.6%,-2.0,49,3.4%,1.5%,i,32.8,-3.0%,20.1%,i,2.2
